# Screening data deposited in PubChem by National Center for Advancing Translational Sciences (NCATS).
# POLH inh – blocks human DNA polymerase eta activity; recombinant Pol eta, fluorescent DNA replication assay; Potency, µM (top dose mostly 114 µM), for inactives: top-dose activity change, negative = inhibition, usual class: inhibitors; 390,000 tested, 1.2% active; also: potency is read from the fitted curve at half-maximal effect; % is scaled to controls: 0 for no effect and ±100 for the full control effect
#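 Pol eta (10 nM) was preincubated with compounds for 15 min at room temperature, after which fluorescent replication substrate (50 nM final) was added to start the reaction. Fluorescence was read kinetically at 0 and 10 min.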
# Anesthetic bind – candidate novel general anesthetic via apoferritin binding | P02791 | AID 485281 | Potency, µM (titrated, usually from 77.5 µM), inactives show at the highest dose activity change, negative = displacement, actives largely listed as inhibitors | apoferritin/1-aminoanthracene competitive binding, fluorescence | 350,000 tested, 0.074% active; also: potency is read from the fitted curve at half-maximal effect; % is scaled to controls: 0 for no effect and ±100 for the full control effect; nearly all actives have a fitted effect of over 20% in size
# Target sequence (P02791 2-175 limits assumed): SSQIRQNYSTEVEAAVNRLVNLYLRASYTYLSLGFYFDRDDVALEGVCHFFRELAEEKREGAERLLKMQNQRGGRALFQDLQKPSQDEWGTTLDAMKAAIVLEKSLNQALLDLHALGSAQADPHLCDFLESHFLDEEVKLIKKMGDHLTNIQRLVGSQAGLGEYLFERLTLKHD
#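 Apoferritin-based anesthetic binding model; compound displacement of fluorescent 1-AMA measured as endpoint fluorescence after 10 minutes at room temperature, scaled to free-ligand and complex controls.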
# APEX1 inh – blocks human APE1 abasic DNA cleavage | Potency, µM (titrated, usually from 65.8 µM), for inactives: at the highest dose activity change, negative = inhibition, hits mostly inhibitors | 350,000 tested, 0.35% active | recombinant APE1, TAMRA/BHQ-2 abasic DNA cleavage fluorescence | AID 2517 | P27695;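 also: potency is read from the fitted curve at half-maximal effect; plate controls were vehicle for no effect and reference inhibitor for full effect; nearly all actives have a fitted effect of over 55% in size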
#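 Compound pre-exposure to 0.75 nM APE1, 15 min at ambient temperature. Reaction initiated with 50 nM TAMRA/BHQ-2 THF substrate, read immediately in kinetic mode, 525 nm excitation, 598 nm emission.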
# Pol kappa inh – inhibitors of human DNA polymerase kappa; 400,000 tested, 0.53% active; Q9UBT6; Potency, µM (highest dose often 107 µM), without a hit: at the top dose activity, negative = inhibition, actives largely listed as inhibitors; purified Pol kappa, fluorescent DNA synthesis assay, 10 min; also: potency is read from the fitted curve at half-maximal effect; % is scaled to controls: 0 for no effect and ±100 for the full control effect
#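 10 nM Pol kappa preincubated 15 min at room temperature with compounds, then reaction started with substrate at 50 nM final. Fluorescence read kinetically at 0 and 10 min; buffer-only wells served as negative control.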
# LDHA block – inhibitors of human lactate dehydrogenase A. P00338. purified LDHA, NADH/diaphorase-resazurin fluorescence; stronger effect = lower value. activity change, % (values are at about 110 or 230 µM). 480,000 tested, 0.15% active. AID 1347041; in the data active = activity change below about -30%; inconclusive = mostly about -25% to -30%;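 also: plate controls were DMSO wells for no effect and wells without enzyme for full effect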
#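 LDH5 2 nM; NADH 0.06 mM, pyruvate 0.2 mM; 200 mM Tris pH 7.4, EDTA, Tween-20; 5 min RT. Detection: diaphorase 0.133 mg/mL + resazurin 37 µM, fluorescence ex540/em590 at 0 and 20 min; normalized to enzyme-free and DMSO wells.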
# ALOX12 inh – blocks human arachidonate 12S-lipoxygenase. P18054. purified 12hLO, xylenol orange hydroperoxide absorbance. Potency, µM (highest dose often 108 µM), for inactives: at the highest dose activity change, negative = inhibition, actives largely listed as inhibitors. 580,000 tested, 1.1% active; also: potency is read from the fitted curve at half-maximal effect; % is scaled to controls: 0 for no effect and ±100 for the full control effect
# Target sequence (P18054 whole entry, looked up): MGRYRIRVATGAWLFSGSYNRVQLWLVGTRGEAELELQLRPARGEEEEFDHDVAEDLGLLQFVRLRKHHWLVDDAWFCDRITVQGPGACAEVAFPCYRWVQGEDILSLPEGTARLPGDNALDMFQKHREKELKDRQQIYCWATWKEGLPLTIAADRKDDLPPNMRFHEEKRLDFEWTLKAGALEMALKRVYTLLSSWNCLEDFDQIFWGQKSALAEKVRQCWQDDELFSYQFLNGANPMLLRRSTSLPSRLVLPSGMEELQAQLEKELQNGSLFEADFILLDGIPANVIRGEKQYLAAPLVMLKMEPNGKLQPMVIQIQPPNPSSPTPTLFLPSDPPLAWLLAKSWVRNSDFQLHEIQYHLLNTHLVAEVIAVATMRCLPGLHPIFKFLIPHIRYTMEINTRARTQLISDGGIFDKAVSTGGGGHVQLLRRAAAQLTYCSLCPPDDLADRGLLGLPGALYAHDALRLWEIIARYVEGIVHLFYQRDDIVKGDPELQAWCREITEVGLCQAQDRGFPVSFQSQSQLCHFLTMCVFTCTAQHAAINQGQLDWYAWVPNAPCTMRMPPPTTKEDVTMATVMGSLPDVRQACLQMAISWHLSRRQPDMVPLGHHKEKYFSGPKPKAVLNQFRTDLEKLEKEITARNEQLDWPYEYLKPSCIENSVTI
#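 Hydroperoxide product was detected by ferrous iron/xylenol orange as the 573 to 405 nm absorbance ratio. Arachidonic acid at 40 uM (final) was turned over for 30 min at room temperature by 150 nM human 12hLO, pH 7.0 Hepes buffer, after 15 min compound preincubation.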
# RGS4 inh – human RGS4 inhibition. P49798. Transcreener GDP fluorescence polarization, RGS4-accelerated GTP hydrolysis. Potency, µM (top dose mostly 114 µM), for the others: at the top dose activity change, negative = inhibition, most hits filed as inhibitors. 390,000 tested, 0.039% active; also: potency is read from the fitted curve at half-maximal effect; % is scaled to controls: 0 for no effect and ±100 for the full control effect; nearly all actives have a fitted effect of over 75% in size; some results filed as inactive show a strong effect at the top dose
#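 MLSMR compounds (23 nl, pin-transferred) preincubated 10 min at room temperature with a 500nM (2x) first reagent, then RGS4 at 900nM (2x) plus Transcreener GDP mix added; fluorescence polarization (620/688 nm) read before and after 90 min at 30 °C.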
# ERG-DNA inh – ERG Ets/DNA interaction inhibition; fluorescence polarization, His-ERG Ets domain / labelled DNA; AID 624246; P11308; 370,000 tested, 0.028% active; Potency, µM (top dose mostly 76.9 µM), without a hit: at the top dose FP activity, negative = inhibition, most hits filed as inhibitors; active = well fitted inhibition curve with a large enough effect in the polarisation, with a control signal flat; inconclusive = small, poorly fitted or top-dose-only effect, or effect the other way, or a change in a side signal; inactive = no such curve, though single readings can be large or run the other way; the % refers to the polarisation;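 also: polarization taken with two DNA probes labelled with fluorescein and Texas red; potency is read from the fitted curve at half-maximal effect; % of control where 0% means no effect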
#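 His-tagged ERG Ets domain (1 uM in the protein solution; 300mM KCl, 50mM Tris-HCl, 1mM EDTA, 1mM DTT, pH 7.5) received compound, then a probe mix of 5 nM fluorescein-DNA and 100nM Texas-615-DNA. Fluorescence polarization was read for both dyes.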
# POLB inh – inhibitors of human DNA polymerase beta; P06746; Pol beta primer extension/strand displacement, fluorescence kinetic; Potency, µM (titrated, usually from 114 µM), without a hit: at the top dose activity change, negative = inhibition, hits mostly inhibitors; 340,000 tested, 1.3% active; AID 485314; also: potency is read from the fitted curve at half-maximal effect; % is scaled to controls: 0 for no effect and ±100 for the full control effect
#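 Curves were derived by four-parameter Hill fits of normalized qHTS data. The kinetic fluorescent primer-extension read was taken at 0 and 10 min after 50 nM substrate, following a 15 min room-temperature preincubation of 10 nM enzyme with compounds.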
# An asterisk follows results filed as active; ? = inconclusive; . = no result given; & = joins results of further samples; [ ] = another dose, or the depositor's remark. Unless noted, calls follow the shape of the dose curve; as a rule, active = well fitted curve in the direction sought with a large enough effect; inconclusive = small, poorly fitted or top-dose-only effect, or another doubt; inactive = no such curve, though single readings can be large; an effect the other way counts as inactive or inconclusive.
SMILES,POLH inh,Anesthetic bind,APEX1 inh,Pol kappa inh,LDHA block,ALOX12 inh,RGS4 inh,ERG-DNA inh,POLB inh
Cc1[nH]c2ccccc2c1C(=O)COC(=O)C1CC(=O)N(Cc2ccco2)C1 (centres undefined),10%,-16%,-2%,-24%,-6,-2%,37%,-6%,-1%
O=C(c1cc2ccccc2cc1O)N1CCCC1,-6%,-3%,8%,-5%,-7,0%,-16%,0%,95%
Cc1csc2nc(COC(=O)c3ccccc3NC(=O)c3cccc(Br)c3)cc(=O)n12,-9%,35%[activator],.,-4%[60.1 µM],3,?,21%,-1%,-1%
CCCNC(=O)CN(CCc1ccccc1)S(C)(=O)=O,-22%,-7%,0%,-7%,-6,-2%,6%,2%,24%
O=C(Nc1ccc2nc(SCC(=O)N3CCc4ccccc43)sc2c1)c1ccc(F)cc1,1%,-3%,.,-10%,0,-15%,3%,3%,-2%
CCOc1cc(/C=C(\C#N)C(=O)Nc2cccc(C(=O)O)c2)cc(Br)c1OC(=O)c1ccc(OC)cc1,79µM*,-9%,-3%,?,-5,45µM*,?,0%,16µM*
Cc1ccc(CSC2=Nc3ccccc3C3=NC(CC(=O)NCc4cccs4)C(=O)N23)c(C)c1 (centres undefined),-3%,-12%,.,-4%[60.1 µM],-3,-20%,-6%,-4%,-1%
COc1cccc(NC(=O)CCNS(=O)(=O)c2cccc3nonc23)c1,-14%,0%,27%,-4%,2,0%,3%,-6%,12%
CCc1nn2c(=O)cc(COC(=O)c3ccc(NC(=O)COc4ccccc4C)cc3)nc2s1,-23%,4%,.,2%[60.1 µM],-2,-11%,-8%,-6%,0%
COCCn1c(Cc2ccccc2)nnc1SCC(=O)Nc1cc(C)on1,-9%,2%,-2%,0%,-5,-7%,0%,-11%,1%
CC(=O)N1CCN(C(=O)CSc2cc(C)c(Br)cc2C)CC1,-5%,-8%,11%,-15%,1,1%,23%,12%,30%
COc1ccc(N2C(=S)NC3CS(=O)(=O)CC32)cc1 (centres undefined),-7%,26%,?,-17%,-4,?,-14%,-7%,26%
NNC(=O)C1CC(O)CN1S(=O)(=O)c1ccc2ccccc2c1 (centres undefined),-18%,.,?,-6%,-1,177%[activator],-1%,-4%,.
COc1ccc(-n2c(=O)c3c4c(sc3n(C)c2=O)CN(C(C)=O)CC4)cc1,-9%,2%,.,-6%,-2,-12%,-2%,-1%,?
CCN(Cc1nc2cc(Cl)ccc2c(=O)[nH]1)C(=O)C1CC(=O)N(c2cccc3ccccc23)C1 (centres undefined),-24%,.,-5%,1%,1,0%,-8%,5%,.
COc1ccc(C(=O)CSc2ccccc2C(=O)O)cc1,-12%,-6%,12%,-10%,-3,4%,11%,-2%,45%
CC1CCc2ccc(F)cc2N1S(=O)(=O)c1cccs1 (centres undefined),-15%,2%,-2%,0%,5,22%,19%,-5%,1%
Cc1cc(C)n(CCNc2nc3nonc3nc2N2CCCCC2)n1,-5%,-14%,1%,5%,0,10%,5%,-2%,1%
CCOc1ccc(-c2nnc(SCC(=O)NC(C)(C)C)nc2-c2ccc(OCC)c(OC)c2)cc1OC,-7%,-10%,38%,-4%,-14,0%,2%,3%,-7%
COc1ccc(NC(=O)CN(C)C(=O)CSc2ccc3c(c2)OCCO3)cc1,-22%,-14%,9%,-2%,0,-5%,-19%,1%,5%
COc1ccc(NC(=O)CC2C(=O)N(c3ccc(C)cc3)C(=O)N2C2CCCCC2)cc1 (centres undefined),-11%,-7%,.,-4%,-1,-28%,9%,-3%,22%
Cc1cc(NC(=O)CCC(=O)N(Cc2ccco2)C(C(=O)NC2CCCC2)c2ccc(F)cc2)no1 (centres undefined),-18%,-8%,-3%[12.4 µM],1%,0,3%,0%,10%,8%
CCn1c(CNC(=O)Cc2ccc(OC)cc2)nnc1SCC(=O)Nc1nccs1,-16%,-2%,2%,-8%,-6,?,34%,.,-24%
O=C(NCCSc1ccc(Br)cc1)c1ccccc1,-17%,-10%,-1%,-2%,-2,-3%,?,-8%,0%
O=C(COc1ccc(C(=O)O)cc1)Nc1cccc(C(F)(F)F)c1,-6%,-3%,6%,22%,-1,-18%,0%,9%,-10%
# (more compounds)
SMILES,POLH inh,Anesthetic bind,APEX1 inh,Pol kappa inh,LDHA block,ALOX12 inh,RGS4 inh,ERG-DNA inh,POLB inh
O=C1OC2(O)C3C4C=CC(C4)C3C(=O)N2c2ccccc21 (centres undefined),-7%,-12%,?,-6%,-6,0%,15%,-1%,0%
CCCn1c(SCC(=O)Nc2cccc(C(=O)OCC)c2)nnc1-c1ccoc1C,-20%,?,-12%,-1%,3,?,-10%,?,8%
COc1cc(C(=O)OC(C)CN2CCCCC2)cc(OC)c1OC (centres undefined),3%,-2%,10%,5%,-6,-10%,1%,18%,-27%
CCOC(=O)c1ccc(-n2ncc(C(=O)OCC)c2N)cc1,-16%,-9%,-2%,-2%,-1,0%,-30%,7%,1%
O=C(c1csc(Nc2cccc3ccccc23)n1)N1CCCC1,-9%,2%,3%,-6%,6,?,-51%,-1%,-1%
CN(CC(=O)Nc1cc(S(=O)(=O)N2CCCC2)ccc1Cl)Cc1cccs1,-5%,1%,-2%,-12%,-3,7%,30%,5%,0%
CCN(CC)S(=O)(=O)c1ccc(Cl)c(C(=O)OC)c1,-9%,-6%,?,0%,-2,-14%,7%,-5%,-12%
Cc1cc(C)c(S(=O)(=O)N(CC(=O)N2CCCC2)C2CCCCC2)c(C)c1,-16%,-12%,8%,3%,-3,?,-17%[56.9 µM],-3%,25%
CC(=O)c1ccc(NC(=O)CNC2CCCCC2)cc1,-20%,-17%,2%,-1%,-18,-21%,-2%,8%,-2%
Cc1cccc(N2CCN(C(=O)c3ccccc3NC(=O)C3CCCCC3C(=O)O)CC2)c1 (centres undefined),-8%,-3%,2%,-15%,-7,-15%,-6%,-4%,53%
O=C(O)C[C@H]1c2cc(F)ccc2S(=O)(=O)N1C1CCCCC1,-6%,.,.,3%&-23%,-5,7%,-20%,5%,.
CC(C)c1ccc(OC(=O)c2cc(-c3ccccc3)on2)cc1,-13%,14µM*,.,6%,-10,-4%,-4%,4%,4%
CN(Cc1ccccc1)c1ccc(-c2nc(-c3ccncc3)no2)cc1[N+](=O)[O-],-1%,-18%,.,-12%,-1,-9%,12%,8%,?
COc1cc2c(cc1NC(=O)CN1CCN(S(=O)(=O)c3ccccc3F)CC1)oc1ccccc12,-16%,3%,0%,-7%,-1,-2%,-81%[11.4 µM],4%,7%
c1ccc(-c2nc3cccnc3nc2-c2ccccc2)cc1,-14%,.,.,-2%,-2,-19%,-19%,-1%,.

# By substructure, the compounds so far with two or more sulfur atoms
SMILES,POLH inh,Anesthetic bind,APEX1 inh,Pol kappa inh,LDHA block,ALOX12 inh,RGS4 inh,ERG-DNA inh,POLB inh
O=C(Nc1ccc2nc(SCC(=O)N3CCc4ccccc43)sc2c1)c1ccc(F)cc1,1%,-3%,.,-10%,0,-15%,3%,3%,-2%
Cc1ccc(CSC2=Nc3ccccc3C3=NC(CC(=O)NCc4cccs4)C(=O)N23)c(C)c1 (centres undefined),-3%,-12%,.,-4%[60.1 µM],-3,-20%,-6%,-4%,-1%
COc1ccc(N2C(=S)NC3CS(=O)(=O)CC32)cc1 (centres undefined),-7%,26%,?,-17%,-4,?,-14%,-7%,26%
CC1CCc2ccc(F)cc2N1S(=O)(=O)c1cccs1 (centres undefined),-15%,2%,-2%,0%,5,22%,19%,-5%,1%
CCn1c(CNC(=O)Cc2ccc(OC)cc2)nnc1SCC(=O)Nc1nccs1,-16%,-2%,2%,-8%,-6,?,34%,.,-24%
CN(CC(=O)Nc1cc(S(=O)(=O)N2CCCC2)ccc1Cl)Cc1cccs1,-5%,1%,-2%,-12%,-3,7%,30%,5%,0%

# An excerpt (hit frequency here may not be typical).
